# High-throughput results from PubChem.
# GLS inhibitor: inhibitors of human glutaminase (GLS). O94925. GLS enzymatic activity, qHTS titration. Potency, µM (series often up to 45.5 µM), inactives show top-dose activity change, negative = inhibition, actives largely listed as inhibitors. 410,000 tested, 0.21% active; also: potency is read from the fitted curve at half-maximal effect; % is scaled to controls: 0 for no effect and ±100 for the full control effect
#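 Coupled fluorescence readout: glutamate oxidase/HRP/Amplex Red detect glutamate formed by hKGA from L-glutamine (1 mM solution added). Buffer 45 mM KH2PO4 pH 8.2, 0.02% Tween-20; reads at t0 and 30 min RT.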
# PI4K2A block: inhibitors of human PI4K2A; purified PI4K2A, ADP-Glo luminescence, 1 h; hits give low values; AID 1346378; activity change, negative = inhibition, % at 76.9 µM; 420,000 tested, 0.13% active; in the data active = activity change below about -50%; inconclusive = mostly about -30% to -49%;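 also: -100% = wells without enzyme as full effect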
#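 ADP-Glo luminescence measured ADP generated by PI4K2A enzyme (4 ug/mL before mixing) with 1.2 mM PI substrate (pre-mix) and 300 microM ATP (pre-mix). Tris pH7.5 buffer with MgCl2, Triton X-100; 1 h reaction at ambient temperature.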
# 12-LOX inh: ALOX12 (human) lipoxygenase inhibition; purified 12hLO, xylenol orange hydroperoxide absorbance; 580,000 tested, 1.1% active; Potency, µM (series often up to 108 µM), for the others: top-dose activity change, negative = inhibition, hits mostly inhibitors; P18054; also: potency is read from the fitted curve at half-maximal effect; % is scaled to controls: 0 for no effect and ±100 for the full control effect
# Target sequence (P18054 whole entry, looked up): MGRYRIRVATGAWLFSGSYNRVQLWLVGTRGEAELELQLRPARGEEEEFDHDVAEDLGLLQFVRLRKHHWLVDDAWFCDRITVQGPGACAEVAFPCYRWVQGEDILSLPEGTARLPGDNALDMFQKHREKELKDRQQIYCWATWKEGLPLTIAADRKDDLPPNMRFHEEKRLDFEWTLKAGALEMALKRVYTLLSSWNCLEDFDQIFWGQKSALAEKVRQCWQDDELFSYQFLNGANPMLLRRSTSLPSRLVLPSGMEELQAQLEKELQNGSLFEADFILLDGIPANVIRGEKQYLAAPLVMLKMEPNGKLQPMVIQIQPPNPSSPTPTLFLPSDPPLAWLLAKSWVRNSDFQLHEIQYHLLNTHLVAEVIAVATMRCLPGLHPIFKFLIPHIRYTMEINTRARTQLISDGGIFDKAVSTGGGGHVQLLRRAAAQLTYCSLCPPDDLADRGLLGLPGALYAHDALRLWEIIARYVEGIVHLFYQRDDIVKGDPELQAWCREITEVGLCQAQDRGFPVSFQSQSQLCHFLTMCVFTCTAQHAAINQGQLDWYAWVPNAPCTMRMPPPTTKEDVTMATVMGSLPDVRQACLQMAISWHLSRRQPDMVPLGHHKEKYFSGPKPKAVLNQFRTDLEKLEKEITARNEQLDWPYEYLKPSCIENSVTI
#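 Purified human 12hLO (150 nM final) in 25 mM Hepes, 0.01% Triton X-100, pH 7.0 was preincubated 15 min at room temperature with compound. Then 40 uM arachidonic acid was added, 30 min. Hydroperoxide was read by Fe-XO absorbance ratio 573/405 nm.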
# JMJD2A Tudor: inhibitors of human JMJD2A Tudor domain. 390,000 tested, 4.4% active. Potency, µM (titrated, usually from 114 µM), for inactives: top-dose activity change, negative = inhibition, most hits filed as inhibitors. AlphaScreen JMJD2A-Tudor / H3K4me3 peptide binding. O75164; also: potency is read from the fitted curve at half-maximal effect; % is scaled to controls: 0 for no effect and ±100 for the full control effect; nearly all actives have a fitted effect of over 50% in size
# ERG Ets-DNA blk: blocks human ERG Ets domain binding to DNA; fluorescence polarization, His-ERG Ets domain / labelled DNA; P11308; Potency, µM (top dose mostly 76.9 µM), inactives show top-dose FP activity, negative = inhibition, usual class: inhibitors; 370,000 tested, 0.028% active; active = well fitted inhibition curve with a large enough effect in the polarisation, with a control signal flat; inconclusive = small, poorly fitted or top-dose-only effect, or effect the other way, or a change in a side signal; inactive = no such curve, though single readings can be large or run the other way; the % refers to the polarisation;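 also: polarization taken with two DNA probes labelled with fluorescein and Texas red; potency is read from the fitted curve at half-maximal effect; % of control where 0% means no effect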
#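 His-tagged ERG Ets domain (1 uM in the protein solution; 300mM KCl, 50mM Tris-HCl, 1mM EDTA, 1mM DTT, pH 7.5) received compound, then a probe mix of 5 nM fluorescein-DNA and 100nM Texas-615-DNA. Fluorescence polarization was read for both dyes.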
# G9a inh: inhibitors of human histone lysine methyltransferase G9a; AID 504332; G9a H3K9 monomethylation, AlphaScreen, 2 h; 350,000 tested, 8.8% active; Potency, µM (top dose mostly 102 µM), for inactives: top-dose activity, negative = inhibition, usual class: inhibitors; also: potency is read from the fitted curve at half-maximal effect; % is scaled to controls: 0 for no effect and ±100 for the full control effect; nearly all actives have a fitted effect of over 75% in size
#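 Using a bead-based AlphaScreen, monomethylated H3K9 product from 2 h room-temperature reactions (G9a 20 nM, peptide 500 nM, SAM 20 uM) was detected with 0.5 ug/mL rabbit anti-H3K9me1 antibody.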
# HP1b chromo inh: inhibitors of HP1-beta chromodomain binding to methylated histone tails; AlphaScreen HP1-beta / biotin-H3K9me3 peptide binding; Potency, µM (highest dose often 114 µM), for inactives: top-dose activity change, negative = inhibition, usual class: inhibitors; 390,000 tested, 0.56% active; also: potency is read from the fitted curve at half-maximal effect; nearly all actives have a fitted effect of over 70% in size; inactives centre near 23
# Target sequence (P83916 whole entry, looked up): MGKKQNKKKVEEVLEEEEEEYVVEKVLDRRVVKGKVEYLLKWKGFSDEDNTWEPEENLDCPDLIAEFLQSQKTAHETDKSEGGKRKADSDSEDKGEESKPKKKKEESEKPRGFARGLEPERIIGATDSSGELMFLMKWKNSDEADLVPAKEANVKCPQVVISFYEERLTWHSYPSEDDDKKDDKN
#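 AlphaScreen: HP1-beta (50 nM) preformed 30 min with biotin-H3(1-18)K9me3 peptide (50 nM) in PBS pH 7.4, 0.01% Tween-20. Compound added for 30 min at RT, then streptavidin donor/nickel chelate acceptor beads (10 ug/mL) for 30 min.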
# RGS4 inhibitor: inhibitors of human regulator of G protein signaling 4; 390,000 tested, 0.039% active; AID 504845; Potency, µM (series often up to 114 µM), inactives show at the highest dose activity change, negative = inhibition, actives largely listed as inhibitors; P49798; Transcreener GDP fluorescence polarization, RGS4-accelerated GTP hydrolysis; also: potency is read from the fitted curve at half-maximal effect; % is scaled to controls: 0 for no effect and ±100 for the full control effect; nearly all actives have a fitted effect of over 75% in size; some results filed as inactive show a strong effect at the top dose
#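 MLSMR compounds (23 nl, pin-transferred) preincubated 10 min at room temperature with a 500nM (2x) first reagent, then RGS4 at 900nM (2x) plus Transcreener GDP mix added; fluorescence polarization (620/688 nm) read before and after 90 min at 30 °C.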
# BAZ2B block: BAZ2B (human) inhibition; AlphaScreen BAZ2B-H3K14Ac peptide displacement; 360,000 tested, 4.4% active; Potency, µM (titrated, usually from 114 µM), for the others: at the highest dose activity change, negative = inhibition, most hits filed as inhibitors; also: potency is read from the fitted curve at half-maximal effect; % is scaled to controls: 0 for no effect and ±100 for the full control effect; nearly all actives have a fitted effect of over 60% in size
#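 BAZ2B (50 nM) with biotin-H3(5-23)K14Ac peptide (50 nM) in PBS pH 7.4, 0.01% Tween-20, preformed 30 min, then compound 30 min at room temperature; top concentration 110uM. AlphaScreen streptavidin donor/nickel chelate acceptor beads (10 ug/mL final), 20 min dark, signal read.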
# Starred values were filed as active, the others as inactive; i = inactive; ? = inconclusive; / = no result given; & = joins results of further samples; [ ] = remark or other dose. Unless noted, calls follow the shape of the dose curve; as a rule, active = well fitted curve in the direction sought with a large enough effect; inconclusive = small, poorly fitted or top-dose-only effect, or another doubt; inactive = no such curve, though single readings can be large; an effect the other way counts as inactive or inconclusive.
SMILES,GLS inhibitor,PI4K2A block,12-LOX inh,JMJD2A Tudor,ERG Ets-DNA blk,G9a inh,HP1b chromo inh,RGS4 inhibitor,BAZ2B block
Clc1ccc(CSc2nnc(NC3=NCCCCC3)s2)cc1,7.5%,0.1,2.8%,51.6%[activator],-2.5%,23.9%,110.3%[activator],-18.2%,32.5%
O=CN1CCN(C(=O)c2cccc3c2-c2ccccc2C3=O)CC1,0.1%,-5.2,2.9%,-3.2%,8.6%,4.6%[2.33 µM],28.7%,37.3%,10.1%
CC1(C)C=C(c2ccc(C=O)s2)CC(C)(C)N1,-13.5%,0.5,22.9%,-6.3%,-5.9%,?,15.5%,-25.1%,-1.9%
O=C(O)c1[nH]c2ccccc2c1C(c1cccc(O)c1)c1c(C(=O)O)[nH]c2ccccc12,9.4%,-0.2,0.0%,-13.2%,7.1%,?,19.4%,0.9%,-25.6%
CC(=O)c1cn(C)c(=O)[nH]c1=O,5.8%,0.3,2.5%,-12.8%[57.1 µM],25.4%,8.4%,21.0%,26.0%,-5.6%
CCCCCn1c(=O)c(-c2nc3ccccc3[nH]2)c(O)c2ccccc21,-0.9%,5.8,16.1%,-7.7%,34.9%[activator],-3.6%,55.7%[activator],7.3%,-0.9%
COC(=O)c1sc(=S)n(Cc2ccccc2)c1C,5.4%,-1.0,2.1%,-3.8%,0.3%,69.8%[activator],7.5%,7.0%,-34.9%
Cc1ccc(-c2nc(SCC(=O)Nc3cc(S(=O)(=O)N4CCCCC4)ccc3Cl)n[nH]2)cc1,-0.7%,7.1,-6.1%,-25.9%,5.9%,?,-4.8%,-20.1%,-21.4%
COc1ccc(OC)c(CNC(=O)CCS(=O)(=O)c2ccc3c(c2)oc(=O)n3C)c1,-0.5%&-3.6%,3.1&-2.4,?,-27.5%&-9.4%,0.8%&-3.0%,26.7%,32.2%&27.1%,13.3%[11.4 µM],-20.0%
COc1ccc(NC(=O)CSc2ncnc3c2cnn3Cc2ccccc2)cc1OC,0.1%,7.8,0.0%,?,-8.5%,2.4%[59 µM],34.5%,-9.4%,4.3%
COc1ccc(-c2nn(-c3ccccc3)cc2CNC(=O)c2cccc([N+](=O)[O-])c2)cc1,0.0%,1.9,-10.5%,-35.4%,0.8%,?,-12.5%,2.9%,-4.2%
CCC(C)[C@H](NC(=O)N1CC(=O)Nc2ccccc21)C(=O)N1CCC[C@@H]1C(=O)O (some centres not stated),3.1%,-1.5,8.3%,?,1.3%,/,11.5%,-11.6%,1.6%
CC(C)[C@H](NC(=O)c1ccccc1Cl)C(=O)OCc1cc([N+](=O)[O-])cc2c1OCOC2,8.9%,-2.2,-2.7%,-25.2%,-5.3%,5.7%,-3.7%,-6.2%,7.2%
COC(=O)c1ccc(NC(=O)COc2ccc(S(=O)(=O)NC(C)(C)C)cc2)cc1,2.2%,-1.4,1.9%,-12.1%,0.5%,47.8%,2.0%,-8.8%,4.4%
O=S(=O)(N1CCCCC1)N1CCN(CC(O)COc2ccc3cc(Br)ccc3c2)CC1 (configuration not stated),-2.8%,-1.0,-10.5%,-17.5%,12.6%,6.0%[12.7 µM],12.3%,16.5%,5.1%
CCCCN(C(=O)CN1C(=O)C2CCCCC2C1=O)c1c(N)n(Cc2ccccc2)c(=O)[nH]c1=O (configuration not stated),-1.1%,2.8,-17.0%,-15.8%,-3.9%,9.7%[59 µM],0.0%,-0.1%,-5.0%
Cc1cc(OCCCn2ccnc2)ccc1[N+](=O)[O-],-3.1%,7.9,-18.7%,6.31µM*,18.7%,/,?,-10.8%,56.2µM*
Cc1cc(C(=O)CCl)c(C)n1-c1ccon1,-9.4%,9.7,-13.6%,-15.4%,12.1%,-29.8%,27.2%,-5.3%,-28.1%
Cc1cc(C)cc(C(=O)NC(CC(N)=O)c2ccc(NC3CCCCC3)c([N+](=O)[O-])c2)c1 (configuration not stated),-0.4%,-4.3,-16.2%,-23.8%,3.1%,-1.6%[12.7 µM],13.8%,10.7%,3.8%
O=C1CCCc2[nH]c(-c3ccccc3)nc21,-9.1%,-4.3,-0.1%,0.0%,1.5%,/,41.9%[activator],-5.5%,?
COc1ccc(C(c2nnnn2C2CCCCC2)N2CCN(c3ccccc3F)CC2)cc1 (configuration not stated),-1.3%,-2.9,0.0%,-32.8%,-7.5%,11.9%[59 µM],17.6%,14.1%,-11.5%
CCN(CCNCC(O)COc1ccccc1C(C)C)c1cccc(C)c1 (configuration not stated),?,2.2,?,0.794µM*,-2.9%,10µM*,?,-28.4%,28.2µM*
Cc1ccc(NC(=O)C(C)N2C(=O)C3CC=C(Cl)CC3C2=O)cc1 (configuration not stated),20.0%,7.3,26.5%,-7.1%,-6.6%,10.6%[59 µM],32.4%,31.3%,-1.8%
O=C(O)c1ccc(CSc2n[nH]c(-c3ccco3)n2)cc1,-6.7%,-7.3,-21.2%,?,-1.9%,?,11.4%,11.4%,-11.6%
CCN1C(=O)c2ccccc2S(=O)(=O)c2ccc(C(=O)NC(C)C)cc21,-11.1%,-4.0,10.0%,-6.8%,-9.1%,-7.9%,37.6%,3.7%,-12.1%
CN1C2CCC1CC(N(CCc1ccccc1)C(=O)c1ccc(Cl)cc1)C2 (configuration not stated),2.9%,-3.9,20.5%,-7.1%,8.9%,-5.1%[2.33 µM],23.1%,0.2%,-7.5%
CS(=O)(=O)c1ccc(Cl)c(NC(=O)COC(=O)CNC(=O)c2cccs2)c1,-2.6%,5.2,-14.9%,14.3%,/,-11.7%[0.501 µM],30.1%,-43.9%,-4.6%
O=C(CNC(=O)c1ccccc1F)OCc1nc2ccccc2s1,1.3%,-1.9,45.4%[activator],4.5%,-6.4%,-0.2%,44.8%[activator],-22.4%,-1.7%
Cc1ccc(SCc2[nH]nc3c2C2(C(=O)Nc4ccc([N+](=O)[O-])cc42)C(C#N)=C(N)O3)cc1 (configuration not stated),-1.1%,2.0,-21.5%,?,0.0%,-24.9%[59 µM],-2.6%,-23.1%,?
CCc1ccc(NC(=O)CCc2nc3cccnc3n2Cc2ccc(OC)cc2)cc1,1.1%,-0.6,0.0%,-0.7%,-4.0%,20.4%,12.9%,-13.4%,2.5%
COc1ccc(NC(=O)c2ccco2)cc1NC(=O)C(C)Oc1ccc(Cl)cc1Cl (configuration not stated),-33.1%,0.1,-17.8%,?,6.1%,-16.9%[59 µM],3.7%,-15.2%,?
CCCN(C(=O)Cc1nc(N)n[nH]1)C1(C(=O)Nc2ccccc2C)CCCCC1,3.7%,15.6,i,?,-3.0%,4.8%[12.7 µM],20.4%,37.4%,44.7µM*

# Entries from the list above that contain an aryl methoxy group:
SMILES,GLS inhibitor,PI4K2A block,12-LOX inh,JMJD2A Tudor,ERG Ets-DNA blk,G9a inh,HP1b chromo inh,RGS4 inhibitor,BAZ2B block
COc1ccc(OC)c(CNC(=O)CCS(=O)(=O)c2ccc3c(c2)oc(=O)n3C)c1,-0.5%&-3.6%,3.1&-2.4,?,-27.5%&-9.4%,0.8%&-3.0%,26.7%,32.2%&27.1%,13.3%[11.4 µM],-20.0%
COc1ccc(NC(=O)CSc2ncnc3c2cnn3Cc2ccccc2)cc1OC,0.1%,7.8,0.0%,?,-8.5%,2.4%[59 µM],34.5%,-9.4%,4.3%
COc1ccc(-c2nn(-c3ccccc3)cc2CNC(=O)c2cccc([N+](=O)[O-])c2)cc1,0.0%,1.9,-10.5%,-35.4%,0.8%,?,-12.5%,2.9%,-4.2%
COc1ccc(C(c2nnnn2C2CCCCC2)N2CCN(c3ccccc3F)CC2)cc1 (configuration not stated),-1.3%,-2.9,0.0%,-32.8%,-7.5%,11.9%[59 µM],17.6%,14.1%,-11.5%
CCc1ccc(NC(=O)CCc2nc3cccnc3n2Cc2ccc(OC)cc2)cc1,1.1%,-0.6,0.0%,-0.7%,-4.0%,20.4%,12.9%,-13.4%,2.5%
COc1ccc(NC(=O)c2ccco2)cc1NC(=O)C(C)Oc1ccc(Cl)cc1Cl (configuration not stated),-33.1%,0.1,-17.8%,?,6.1%,-16.9%[59 µM],3.7%,-15.2%,?

# This is a subset; the hit share may differ from the screen's.
